# LYPLA2 counter: LYPLA2 inhibitors, primary screen, counter-screen for PME1 inhibitor project, biochemical, fluorescence polarization, FP-Rh probe ABPP | Acyl-protein thioesterase 2 (Homo sapiens), O95372 | recombinant LYPLA2 | inhibition, % at 5.9 µM | 0.38% of 320,000 active | AID 2177, 2009;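 active = inhibition above the screen-wide mean plus 3 SD, limit set per campaign, cut at about 26% in these data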;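 note: 0% = LYPLA2 with DMSO and 100% = wells lacking LYPLA2 enzyme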
# PAFAH1B2 FP inh: PAFAH1B2 enzyme inhibitors, primary screen, biochemical, fluorescence polarization, human; 1.2% of 340,000 active; inhibition, % at 3.39 µM; AID 492953, 2010; recombinant PAFAH1B2, FP-rhodamine activity probe; Platelet-activating factor acetylhydrolase IB subunit alpha2 (Homo sapiens), P68402;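 active = inhibition above the mean of all tested compounds plus 3 SD, cut at about 24% in these data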;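 note: 0% = enzyme with DMSO and 100% = wells lacking PAFAH1B2; many of its hits are not listed in these tables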
# Target sequence (P68402 whole entry, looked up): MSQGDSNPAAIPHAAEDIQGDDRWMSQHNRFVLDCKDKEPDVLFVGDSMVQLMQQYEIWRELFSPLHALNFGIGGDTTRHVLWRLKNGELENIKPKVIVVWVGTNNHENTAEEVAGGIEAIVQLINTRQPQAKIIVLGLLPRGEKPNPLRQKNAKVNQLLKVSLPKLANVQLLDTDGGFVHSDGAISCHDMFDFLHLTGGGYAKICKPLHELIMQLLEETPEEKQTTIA
# EBNA-1 inh: EBNA-1 DNA-binding inhibitors, primary screen, biochemical, fluorescence polarization | 0.34% of 300,000 active | inhibition, % at 14.8 µM | AID 1950, 2009; in the data active = inhibition above about 28%
# PAFAH2 inh: PAFAH2 enzyme inhibitors, primary screen, biochemical, fluorescence polarization, human. Platelet-activating factor acetylhydrolase 2, cytoplasmic (Homo sapiens), Q99487. recombinant PAFAH2, FP-rhodamine activity probe. inhibition, % at 3.39 µM. 0.99% of 340,000 active. AID 492956, 2010;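 active = inhibition above the mean over all tested compounds plus 3 SD, cut at about 30% in these data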;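 note: inhibitors block probe labeling of enzyme so polarization drops; 0% = enzyme with DMSO and 100% = wells lacking PAFAH2 protein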
# LYPLA1 counter: LYPLA1 inhibitors, primary screen, counter-screen for PME1 inhibitor project, biochemical, fluorescence polarization, FP-Rh probe ABPP; AID 2174, 2009; inhibition, % at 5.9 µM; Acyl-protein thioesterase 1 (Homo sapiens), O75608; recombinant LYPLA1; 0.16% of 320,000 active;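 active = inhibition above the mean of all tested compounds plus 3 SD, set per campaign, cut at about 14% in these data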;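 note: inhibitors block serine hydrolase probe labeling of LYPLA1 so polarization falls; 0% = enzyme with DMSO and 100% = wells lacking LYPLA1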
# Target sequence (O75608 whole entry, looked up): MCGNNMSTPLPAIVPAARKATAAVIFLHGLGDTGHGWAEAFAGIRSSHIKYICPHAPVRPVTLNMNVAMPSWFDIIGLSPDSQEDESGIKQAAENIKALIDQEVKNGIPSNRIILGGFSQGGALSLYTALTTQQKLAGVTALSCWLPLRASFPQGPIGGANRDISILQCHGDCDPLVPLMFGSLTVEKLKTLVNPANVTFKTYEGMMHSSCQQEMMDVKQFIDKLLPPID
# PREPL inh: PREPL enzyme inhibitors, primary screen, biochemical, fluorescence polarization; Prolyl endopeptidase-like (Homo sapiens), Q4J6C6; recombinant PREPL, fluorescence polarization activity-based probe; inhibition, % at 5.96 µM; 0.68% of 320,000 active; in the data active = inhibition above about 43%;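 note: 0% = enzyme with DMSO and 100% = wells lacking enzyme; many of its hits are not listed in these tables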
# ZTA counter: counter-screen for EBNA-1 inhibitors: inhibitors of Epstein-Barr virus ZTA; P03206; ZTA-DNA binding, fluorescence polarization; inhibition, % at 11 µM; 0.15% of 320,000 active; AID 2234; in the data active = inhibition above about 33%
# PAFAH1B3 inh: PAFAH1B3 enzyme inhibitors, primary screen, biochemical, fluorescence polarization, human. inhibition, % at 3.39 µM. Platelet-activating factor acetylhydrolase IB subunit alpha1 (Homo sapiens), Q15102. recombinant PAFAH1B3, FP-rhodamine probe. 0.28% of 340,000 active;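 active = inhibition above the screen-wide average of all tested compounds plus 3 SD, cut at about 25% in these data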;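 note: 0% = enzyme with DMSO only and 100% = wells lacking PAFAH1B3 protein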
# pPAFAH FP inh: pPAFAH enzyme inhibitors, primary screen, biochemical, fluorescence polarization, human. Platelet-activating factor acetylhydrolase (Homo sapiens), Q13093. recombinant pPAFAH, FP-rhodamine probe fluorescence polarization. inhibition, % at 3.39 µM. 1.5% of 330,000 active. AID 463082, 2010;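 active = inhibition above the mean inhibition across the screen plus 3 SD, cut at about 25% in these data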;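 note: inhibitors block binding of the rhodamine activity-based probe so polarization drops; 0% = enzyme with DMSO and 100% = wells lacking pPAFAH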
# Target sequence (Q13093 whole entry, looked up): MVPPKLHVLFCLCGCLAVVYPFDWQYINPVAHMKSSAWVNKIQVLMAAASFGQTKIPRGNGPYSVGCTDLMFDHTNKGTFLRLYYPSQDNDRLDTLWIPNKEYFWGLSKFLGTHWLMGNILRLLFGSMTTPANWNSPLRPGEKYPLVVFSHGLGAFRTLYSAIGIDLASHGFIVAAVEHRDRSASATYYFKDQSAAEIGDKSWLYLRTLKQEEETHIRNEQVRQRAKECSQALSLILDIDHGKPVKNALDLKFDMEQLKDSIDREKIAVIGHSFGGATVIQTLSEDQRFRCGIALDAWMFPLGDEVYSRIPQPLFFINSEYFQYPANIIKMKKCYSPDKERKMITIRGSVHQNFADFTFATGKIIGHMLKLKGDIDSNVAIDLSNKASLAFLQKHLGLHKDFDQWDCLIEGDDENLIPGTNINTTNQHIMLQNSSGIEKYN
# Numbers without * were called inactive; . = no result given; & = joins results of further samples.
SMILES,LYPLA2 counter,PAFAH1B2 FP inh,EBNA-1 inh,PAFAH2 inh,LYPLA1 counter,PREPL inh,ZTA counter,PAFAH1B3 inh,pPAFAH FP inh
Fc1ccc(COc2cccc3cccnc23)cc1,-1,.,-10,.,-1,4,-3,.,2
CCOC(=O)C1CCCN(S(=O)(=O)c2ccc(Br)c(OC)c2)C1 (configuration not stated),0,-3,4,4,-1,-2,-8,3,0
COc1cc2oc(=O)cc(-c3cccc(-c4cccc(C)c4)c3)c2c(OC)c1OC,.,5,.,3,.,.,.,-1,7
O=C(Nc1cccc(-c2cnc3ccccc3n2)c1)C1CC(=O)N(c2ccccc2)C1 (configuration not stated),-4,3,1,0,-7,-112,2,5,-9
O=C(Cc1ccccc1)Nc1ccc(F)cc1,6,.,-10,.,1,2,-15,.,3
Cc1cc(C)cc(OCC(=O)OCC(=O)NC2CCCC2)c1,6,4,.,-1,2,9,8,0,21
COc1cccc(-c2sc3ccc(OC)cc3c2-c2ccc(OCCN3CCOCC3)cc2)c1,.,0,.,2,.,13,.,3,17
C/C(=C\c1ccccc1)C(=O)n1nnc2ccccc21,6,6,-3,2,1,2,-18,3,-3
CCN(CC(=O)NCc1cccs1)C(=O)CCCOc1ccccc1,2,6,.,-5,1,15,-12,7,-5
O=C1CCCCC1C(=O)c1ccccc1 (configuration not stated),-2,.,-7,.,2,-7,-7,.,-2
O=c1oc2ccc3ccccc3c2c2c1SC(C(F)(F)F)C2 (configuration not stated),-4,6,0,-2,3,5,-3,9,1
Cc1[nH][nH]c(=O)c1C=NCc1cccnc1,-6,5,-6,-6,-3,-8,2,-4,-3
O=C(CN1C(=O)NC2(CCOc3ccccc32)C1=O)NCC(F)(F)F (configuration not stated),1,1,-4,2,3,1,5,3,1
COc1ccc(-c2cc(C(F)(F)F)n3nc(C(=O)N4CCN5CCCC5C4)cc3n2)cc1OC (configuration not stated),-2,0,5,1,0,-4,-3,7,3
CCN1CCN(c2ccc(S(=O)(=O)N3CCCCC3)cc2NC(=O)c2sccc2C)CC1,-6,0,-4,-57,-3,-4,-11,-9,-4
CCN(CC(=O)Nc1ccc(OC)cc1)C(=O)Cc1cccs1,2,-5,0,8,-2,4,3,10,23
Cc1cc(Br)ccc1SCC(=O)OCC(=O)NC1CCCC1,-2,20,-15,3,-2,8,-3,4,19
Cc1cc(C)nc(/N=C(\N)N2CCCCCC2)n1,4,4,0,12,-2,-5,-9,9,0
Cc1cc(C(F)(F)F)nn1CC(=O)NNC(=S)Nc1ccc(F)cc1,1,4,6,2,0,2,1,8,2
O=C(COc1ccccc1)NC1CCCN(Cc2ccccc2F)C1 (configuration not stated),3,-1,-1,3,1,-5,-6,3,0
CC(=O)c1cccc(OCc2cc(C(=O)N(C)CCC3CCOCC3)no2)c1,5,3,-5,1,7,5,-2,10,8
O=C(Nc1ccc(CN2CCCCC2)cc1)c1cc(Br)ccc1Cl,-2,.,-12,.,3,-22,-11,.,4
CC1(C)Cc2c(C#N)c(N3CCN(C(=O)c4ccco4)CC3)nc(-c3ccco3)c2CS1,0,-3,-4,17,-1,11,0,2,32*
CCOC(=O)c1c(Nc2ccc(Cl)cc2)sc(/C=C2\C=Nc3ccccc32)c1O,-2,0,-14,-6,-2,15,-4,-12,3
Cc1cc2c(N=O)c(NO)ccc2[nH]1,9,21,-14,9,5,32,-1,44*,10
COC(=O)c1ccccc1NC(=O)CNc1cc(Cl)ccc1N1CCOCC1,0,-2,-2,-1,1,23,-2,-4,11
O=C(Cc1ccccc1[N+](=O)[O-])NCc1ccncc1,-3,3,-3,2,-1,-2,-3,8,3
NC(=O)c1c(NC(=O)Cn2nc(C(=O)O)c3ccccc3c2=O)sc2c1CCCC2,-3,-4,11,-6,2,15,2,-15,4
O=C(Nc1ccc2c(c1)OCO2)c1ccc(Br)o1,-2,4,1,-1,-1,18,-28,14,1
CCN(CC)S(=O)(=O)c1ccc(/C=C/C(=O)NC2CCCCC2)cc1,-2,2,-21,-1,-2,13,-12,-3,7
Cc1ccc(C)c(OCC(=O)NNC(=O)c2ccc(=O)[nH]c2)c1,-5,2,.,-2,0,5,4,-4,4
COC(=O)c1cccc(NC(=O)C(C)(C)C)c1,5,-3,-8,-1,0,11,-1,13,-1
CCCCCC(=O)Nc1ccc(C2C(=O)c3ccccc3C2=O)cc1,-13,8,-1,3,-10,-3,10,3,-1
CCC(=O)N1CCc2cc(S(=O)(=O)NCCCOC)ccc21,0,1,-3,-9,-4,-5,-2,0,3
C=CCCN(C1CCCC1)S(=O)(=O)c1ccccc1Br,6,0,0,4,-1,-7,5,10,1
NC(=O)COC(=O)c1ccc(Cl)c(S(=O)(=O)N2CCN(c3ccc(F)cc3)CC2)c1,0,9,7,-4,5,-32,-3,16,1
CCCn1nc2cc(C(=O)NCc3ccccc3)ccc2c1OCC,-1,4,20,-1,-4,5,-2,-1,5
COc1cccc(OCCCCN2CC(C)OC(C)C2)c1 (configuration not stated),5,-1,-18,5,0,-3,-3,2,0
COc1cc2cc(C(c3nnnn3C(C)(C)C)N3CCC(C)CC3)c(=O)[nH]c2cc1OC (configuration not stated),2,4,13,6,-4,-2,12,3,3
C[C@H](CO)N1C[C@H](C)[C@@H](CN(C)S(C)(=O)=O)Oc2ccc(NC(=O)Nc3ccc(C(F)(F)F)cc3)cc2C1=O,.,1,.,-14,.,12,.,1,44*
COC(=O)c1cc(S(=O)(=O)N2CCC(C)CC2)cn1C,-2,4,-24,-12,3,7,-13,6,1
O=C(c1ccccc1)N1C(=O)C(c2ccccc2)Oc2ccccc21 (configuration not stated),-2,1,-7,5,-2,-5,7,7,2
O=C(c1csc2c1CCCCC2)N1CCN(c2ncccn2)CC1,2,-3,5,2,-1,-4,0,11,1
Nc1nc(N)nc(-c2cc(C(F)(F)F)ccc2Cl)n1,-4,5,-7,1,2,-8,7,6,1
C=C(C)Cn1c(CCNC(=O)CCC)nc2ccccc21,-7,2,3,-4,-4,-7,3,4,0
CC1(C)CC(NS(=O)(=O)c2ccc(F)cc2)CC(C)(C)N1,5,-2,2,6,2,-1,19,10,4
CCOc1ccc(NC(=O)N[C@@H](CCSC)C(=O)OC)cc1,1,3,-6,-2,3,11,-20,5,-3
CC(=O)c1cccc(NS(=O)(=O)c2cc3c(cc2C)NC(=O)CO3)c1,4,6,-12,-4,1,3,2,9,5
COc1cc(CCC(=O)OCC(=O)Nc2ccc3c(c2)OCO3)cc(OC)c1OC,4,4,-2,4,5,9,-13,0,12
CSCCC(NC(=O)c1ccccc1Br)C(=O)N1CCCCCCC1 (configuration not stated),3,3,1,-2,0,-1,4,1,6
CC1=C(C)C(=O)OC(C(C)C2CCC3C4CC=C5CC(OC6OC(COC7OC(CO)C(O)C(O)C7O)C(O)C(O)C6O)CC(O)C5(C)C4CCC23C)C1 (configuration not stated),1,0,3,3,-12,0,2,6,5
CN(CC(=O)NC1CCCCCC1)S(=O)(=O)c1cnc[nH]1,2,-3,-9,-10,-3,16,-8,-5,-1
O=C(CCC1CCCN(C(=O)Cc2cccc(F)c2)C1)N1CCN(c2ccccn2)CC1 (configuration not stated),0,-2,8,7,0,-14,8,4,6
CC(=O)OCC[n+]1c(C)n(-c2ccccc2)c2ccc(Cl)cc21,10,6,-4,-4,6,7,0,5,4
COCCn1c(SCC(=O)N(C)c2c(N)n(Cc3ccccc3)c(=O)[nH]c2=O)nnc1-c1cccc(C)c1,2,1,-10,-2,-1,17,-16,2,6
Cn1c(SCC(=O)NC2CCCCC2)nnc1-c1cccc(N)c1,2,5,1,-2,-1,5,8,6,3
O=C(NCCc1ccncc1)Nc1ccc(Cl)c(Cl)c1,0,-1,-5,-15,-4,2,6,-5,2
COc1ccc(C2Nc3ccccc3C(=O)N2Cc2ccco2)cc1CN1C(=O)c2ccccc2C1=O (configuration not stated),-12&-5,5&4,0&-8,7&6,-8&5,9&3,5&2,6&3,6&5
O=C(Nc1cc(Cl)ccn1)C1(c2ccccc2)CC1(Cl)Cl (configuration not stated),-1,-2,-5,15,-4,-14,2,5,4
O=C(Nc1cccc(Cl)c1)c1cc([N+](=O)[O-])ccc1N1CCN(CCO)CC1,-3,0,2,3,-1,11,9,4,-2

# Brought forward from above: 3 compounds; new compounds follow.
SMILES,LYPLA2 counter,PAFAH1B2 FP inh,EBNA-1 inh,PAFAH2 inh,LYPLA1 counter,PREPL inh,ZTA counter,PAFAH1B3 inh,pPAFAH FP inh
COc1ccc(C2Nc3ccccc3C(=O)N2Cc2ccco2)cc1CN1C(=O)c2ccccc2C1=O (configuration not stated),-12&-5,5&4,0&-8,7&6,-8&5,9&3,5&2,6&3,6&5
O=C(Nc1cc(Cl)ccn1)C1(c2ccccc2)CC1(Cl)Cl (configuration not stated),-1,-2,-5,15,-4,-14,2,5,4
O=C(Nc1cccc(Cl)c1)c1cc([N+](=O)[O-])ccc1N1CCN(CCO)CC1,-3,0,2,3,-1,11,9,4,-2
CC(C)CC(c1nnnn1C1CCCC1)N1CCN(c2ccccc2F)CC1 (configuration not stated),-1,2,17,6,1,28,9,7,-2
Cc1ccc(CN2C(=O)CCC2C(=O)NCCc2ccccc2)cc1 (configuration not stated),13,9,-2,-2,3,12,-16,5,3
CSCCC1NC(=O)NC1=O (configuration not stated),-5,.,4,.,-3,3,-6,.,-3
O=C(COC(=O)c1ccc(S(=O)(=O)N2CCCCC2)cc1)NCc1ccccc1,.,1,.,6,.,-1,.,1,16
O=C(Nc1cccc(C(=O)O)c1)/C(=C\c1ccc2c(c1)OCO2)NC(=O)c1ccccc1Cl,2,2,-6,-3,-2,10,9,7,-1
CC1=C(C(=O)OCC(C)C)[C@]23C(=O)c4ccccc4[C@@]2(O1)OC(N)=C3C#N,1,6,-6,-7,-3,-6,6,-1,1
CCCOc1ccc(N2C(=O)CC(N3CCC(O)(c4cccc(C(F)(F)F)c4)CC3)C2=O)cc1 (configuration not stated),14,-1,1,4,7,7,11,1,4
O=C(COC(=O)c1cc(S(=O)(=O)N2CCOCC2)ccc1O)NCC1CCCO1 (configuration not stated),8,2,9,6,8,-5,-1,5,8
COc1ccccc1N1CCN(C(=O)C2CCN(C(=O)c3cccc(Cl)c3)CC2)CC1,0,0,-6,3,0,11,-4,1,-4
COc1ccc2nc(NC(=O)CSc3nc(SC)ns3)sc2c1,-9,3,-9,-5,-6,5,1,-6,5
COc1ccc(C2CC(c3cccs3)=NN2C(=O)CSC2=NN3CCCC(=O)N=C3S2)cc1 (configuration not stated),-4,-1,-4,-5,-6,8,5,-3,1
O=C(COC(=O)c1ccc(Cl)c(Cl)c1)NC1CCCC1,3,5,7,58*,2,9,-8,9,34*
O=C(COc1ncnc2ccccc12)Nc1ccc(S(=O)(=O)N2CCOCC2)cc1,-1,0,-1,1,4,-15,1,5,3
COc1ccc(Br)cc1CN(C)CC(=O)NCCc1ccccc1,-4,3,4,-3,-1,8,13,2,8
O=C(CC1C[C@H](C(=O)N2CCOCC2)[C@@]2(CCC3CCCC3)c3[nH]c4ccccc4c3CCN2C1=O)NCCC1=CCCCC1 (some centres not stated),.,3,.,3,.,7,.,-1,1

# An excerpt; count on the stated rates, not on these rows.
